Screening data from PubChem BioAssay.
TEAD-YAP inh – TEAD-YAP interaction inhibition; HEK-TIYL cells, TEAD-Gal4/YAP UAS-luciferase luminescence; inhibition, % at 9.12 µM; 640,000 compounds, 1.4% hits; in the data active = inhibition above about 32%;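 also: 0% = median of test compound wells and 100% = reference inhibitor wells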
FBW7 act – human FBW7 E3 ligase activation, primary screen. Q969H0. AlphaScreen FBW7–phospho-cyclin E peptide binding, activator screen. normalized activity (activation), % at 26.1 µM. 650,000 compounds, 0.13% hits. AID 1259310; in the data active = normalized activity above about 1.9%;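 also: purified mutant Fbw7 with reduced substrate affinity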
MITF inh – inhibitors of human MITF; AlphaScreen MITF homodimerization, bead proximity signal; 650,000 compounds, 0.91% hits; inhibition, % at 2.6 µM; O75030; in the data active = inhibition above about 50%;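 also: 0% = vehicle wells with protein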
Target sequence (O75030 whole entry, looked up): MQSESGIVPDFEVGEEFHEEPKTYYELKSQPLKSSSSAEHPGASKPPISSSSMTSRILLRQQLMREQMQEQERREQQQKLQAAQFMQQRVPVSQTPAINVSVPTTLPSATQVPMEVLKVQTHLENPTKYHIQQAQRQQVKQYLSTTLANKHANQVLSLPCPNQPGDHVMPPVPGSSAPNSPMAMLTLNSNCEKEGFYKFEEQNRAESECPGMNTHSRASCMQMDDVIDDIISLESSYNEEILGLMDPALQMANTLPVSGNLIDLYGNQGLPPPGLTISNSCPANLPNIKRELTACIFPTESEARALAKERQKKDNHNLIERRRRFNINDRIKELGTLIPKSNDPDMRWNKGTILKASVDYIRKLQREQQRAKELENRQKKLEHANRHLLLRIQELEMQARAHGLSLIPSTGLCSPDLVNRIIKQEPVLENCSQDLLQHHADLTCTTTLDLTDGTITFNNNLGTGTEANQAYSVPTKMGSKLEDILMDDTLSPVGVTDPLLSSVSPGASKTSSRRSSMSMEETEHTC
GPR151 ag – activators of human GPR151; PathHunter beta-arrestin GPR151 cells, luminescence; 650,000 compounds, 1% hits; Q8TDV0; activation, % at 11.2 µM; in the data active = activation above about 4.9%;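 also: 0% = median of compound wells and 100% = cells with positive control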
Target sequence (Q8TDV0 whole entry, looked up): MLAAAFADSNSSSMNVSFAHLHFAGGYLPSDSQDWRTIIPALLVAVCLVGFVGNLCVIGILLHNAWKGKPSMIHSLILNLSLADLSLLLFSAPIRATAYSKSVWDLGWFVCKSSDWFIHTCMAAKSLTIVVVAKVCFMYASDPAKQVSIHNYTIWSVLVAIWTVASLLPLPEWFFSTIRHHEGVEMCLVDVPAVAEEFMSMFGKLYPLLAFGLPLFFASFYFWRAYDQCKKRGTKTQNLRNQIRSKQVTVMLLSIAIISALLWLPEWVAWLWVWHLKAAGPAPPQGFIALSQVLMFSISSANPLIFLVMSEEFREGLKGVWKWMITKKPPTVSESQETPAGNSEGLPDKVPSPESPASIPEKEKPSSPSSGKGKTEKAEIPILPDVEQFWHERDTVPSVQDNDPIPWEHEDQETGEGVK
Numbers without * were called inactive; & = joins results of further samples.

`COc1ccc(C(=O)N2CCC(c3ccncc3)CC2)c2ccccc12` gave TEAD-YAP inh 2.1, FBW7 act 0.1, MITF inh 14.9 and GPR151 ag 0.6.
`Cc1cc(O)c(C)c(O)c1/C=N\NC(=O)CNC(=O)C(c1ccccc1)c1ccccc1` gave TEAD-YAP inh 32.9*, FBW7 act 0.1, MITF inh 16.9 and GPR151 ag 0.0.
CCN1Cc2cccc(C(=O)Nc3ccc4c(c3)OCO4)c2C1=O was read as TEAD-YAP inh 2.4, FBW7 act 0.1, MITF inh -5.1 and GPR151 ag 0.7.
`COc1ccc(C2C(C(=O)OCC3CCCO3)=C(C)NC3=C2C(=O)CC(C)(C)C3)cc1` (stereo not given) gave TEAD-YAP inh 0.6, FBW7 act 0.0, MITF inh -24.6 and GPR151 ag -0.6.
`O=C(Nc1ccc(-c2ccco2)cc1)C1CCCN(Cc2ccc(CO)o2)C1` (stereo not given) gave TEAD-YAP inh 2.8, FBW7 act -0.1, MITF inh 1.2 and GPR151 ag 0.6.
For O=[N+]([O-])c1ccc(Nc2nc(Cl)nc(Cl)n2)cc1 the results were TEAD-YAP inh -3.6, FBW7 act -0.5, MITF inh 11.9 and GPR151 ag 0.7.
`CCOc1cc(/C=N/NC(=O)COc2c(C)cccc2C)ccc1O` gave TEAD-YAP inh 8.0, FBW7 act 0.0, MITF inh -16.1 and GPR151 ag 3.0.
`O=C(NCc1ccccc1)c1cc(Nc2ccc(N3CCOCC3)cc2)nc2ccccc12` gave TEAD-YAP inh 18.2, FBW7 act -0.1, MITF inh 12.1 and GPR151 ag -0.1.
For COc1ccc(C2Nc3ccccc3NC3=C2C(=O)CC(c2ccccc2Cl)C3)c(OC)c1 (stereo not given) the results were TEAD-YAP inh -5.6, FBW7 act 0.0, MITF inh -1.9 and GPR151 ag 1.0.
`Cc1nn(CC(=O)NC2CCC(C)CC2)c(=O)c2cc3sccc3n12` (stereo not given) gave TEAD-YAP inh 2.9, FBW7 act 0.1, MITF inh -2.4 and GPR151 ag -0.1.
`CCOC(=O)c1c(NC(=O)COc2ccc(C(C)(C)C)cc2)sc2c1CCC2` gave TEAD-YAP inh -7.7, FBW7 act -0.1, MITF inh 0.7 and GPR151 ag -1.4.
For COC(=O)c1c(NC(=S)Nc2cccc(NC(C)=O)c2)sc(C(=O)N(C)C)c1C the results were TEAD-YAP inh -2.9, FBW7 act -0.2, MITF inh -6.8 and GPR151 ag 0.1.
For Cc1ccc(-n2c(C)cc(C(=O)CN3C(=O)C(=O)N(C)C3=O)c2C)cc1 the results were TEAD-YAP inh -24.4, FBW7 act -0.1, MITF inh -9.9 and GPR151 ag 0.3.
Screening COc1ccc(-n2nc([N+](=O)[O-])c[n+]2[O-])cc1 returned TEAD-YAP inh 21.1, FBW7 act -0.1, MITF inh 1.4 and GPR151 ag 0.8.
CC(C)CNC(=O)CN(c1ccc(Oc2ccccc2)cc1)S(C)(=O)=O was read as TEAD-YAP inh -0.6, FBW7 act -0.1, MITF inh -1.6 and GPR151 ag -0.2.
Screening Cc1cccc(CCNC(=O)c2ncoc2-c2cccs2)c1 returned TEAD-YAP inh -0.8, FBW7 act -0.1, MITF inh -8.9 and GPR151 ag -1.0.
Screening CCN(CC)C(=O)CSc1nnc(-c2ccc(OC)cc2)n1N returned TEAD-YAP inh 0.7, FBW7 act 0.6, MITF inh 8.7 and GPR151 ag -2.3.
CC1(C)CC2=NNC(c3ccccc3)C2CO1 (stereo not given) was read as TEAD-YAP inh -2.2, FBW7 act -0.1, MITF inh -19.1 and GPR151 ag 0.1.
For O=C(CCCCCn1c(=S)[nH]c2ccccc2c1=O)NCc1cccnc1 the results were TEAD-YAP inh -13.7, FBW7 act 0.2, MITF inh 3.8 and GPR151 ag 1.1.
`O=C(c1cccs1)N1c2ccccc2Sc2ccccc21` gave TEAD-YAP inh 11.7, FBW7 act -0.1, MITF inh -3.8 and GPR151 ag 3.2.
For CCc1ccccc1NC(=O)CSCc1cc(=O)[nH][nH]1 the results were TEAD-YAP inh 16.4, FBW7 act -0.1, MITF inh 16.6 and GPR151 ag -0.6.
For COc1ccc(C)cc1NC(=O)C(C)c1ccccc1 (stereo not given) the results were TEAD-YAP inh -12.1, FBW7 act 0.2, MITF inh -4.9 and GPR151 ag 0.5.
Cc1nc(NC(=O)COc2ccccc2[N+](=O)[O-])sc1C was read as TEAD-YAP inh -63.4, FBW7 act 0.3, MITF inh 13.0 and GPR151 ag -0.8.
COC(=O)c1ccccc1N(Cc1c(F)cccc1Cl)S(C)(=O)=O was read as TEAD-YAP inh 3.5, FBW7 act 0.9, MITF inh 8.7 and GPR151 ag -2.0.
`CCOc1ccccc1NC(=O)c1[nH]c(C)c(C(C)=O)c1CC` gave TEAD-YAP inh 20.6, FBW7 act -0.2, MITF inh 0.0 and GPR151 ag -0.5.
`Cc1ccc(C2C3=C(Nc4ncnn42)c2ccccc2OC3c2ccc(F)cc2)cc1` (stereo not given) gave TEAD-YAP inh -17.8, FBW7 act 0.3, MITF inh 8.8 and GPR151 ag -0.3.
For Nc1ccc(-n2cc(-c3ccccc3)[nH]c2=S)cc1 the results were TEAD-YAP inh -32.6, FBW7 act -0.1, MITF inh 21.0 and GPR151 ag -0.1.
`Cc1ccccc1Cn1ccc(NC(=O)c2cc3ncc(Br)cn3n2)n1` gave TEAD-YAP inh 1.2, FBW7 act -0.1, MITF inh -22.6 and GPR151 ag 0.2.
For CCOC(=O)CCN(Cc1cccs1)S(=O)(=O)c1ccc([N+](=O)[O-])cc1 the results were TEAD-YAP inh -4.7, FBW7 act 0.0, MITF inh 1.9 and GPR151 ag 0.1.
`COc1ccc(CNc2c(-c3cccs3)nc3cnccn23)cc1` gave TEAD-YAP inh 3.9, FBW7 act -0.3, MITF inh -1.0 and GPR151 ag -0.6.
`O=C(O)C1C2CCC(O2)C1C(=O)Nc1ccc(S(=O)(=O)N2CCc3ccccc32)cc1` (stereo not given) gave TEAD-YAP inh 7.4, FBW7 act 0.8, MITF inh 27.7 and GPR151 ag -0.9.
Cc1nnc(NC(=O)CSC2=NC(=O)C(c3ccccc3)C(=O)N2)s1 (stereo not given) was read as TEAD-YAP inh -6.0, FBW7 act -0.1, MITF inh 3.1 and GPR151 ag 1.6.
For O=C(NC1CCCc2ccccc21)c1cc(=O)c2ccccc2o1 (stereo not given) the results were TEAD-YAP inh -8.8, FBW7 act 0.1, MITF inh 8.5 and GPR151 ag -0.3.
For O=C(NCCc1ccccc1)C1C2C3CCC(C3)C12 (stereo not given) the results were TEAD-YAP inh 58.4*, FBW7 act 0.0, MITF inh -4.7 and GPR151 ag -3.6.
For Cc1cc(C)cc(-n2c(C)cc(/C=C3\SC(=Nc4cccc(Cl)c4Cl)NC3=O)c2C)c1 the results were TEAD-YAP inh 5.1, FBW7 act -0.1, MITF inh 9.2 and GPR151 ag 2.3.
Screening O=C(Nc1nc2ccc3ccccc3c2s1)c1ccc([N+](=O)[O-])cc1 returned TEAD-YAP inh 4.3&-0.3, FBW7 act 0.0&-0.1, MITF inh 5.4&8.4 and GPR151 ag 1.2&0.0.
N#Cc1cc2c(cc1NC(=O)c1cc([N+](=O)[O-])ccc1N1CCOCC1)OCO2 was read as TEAD-YAP inh 36.0*, FBW7 act 0.1, MITF inh 14.8 and GPR151 ag -2.2.
`COc1ccc2cc3cc(C(=O)NCc4ccc5c(c4)OCO5)sc3nc2c1` gave TEAD-YAP inh -0.2, FBW7 act 0.2, MITF inh 12.1 and GPR151 ag -0.2.
Screening O=C(CC1(O)C(=O)N(C/C=C/c2ccccc2)c2ccccc21)c1cccs1 (stereo not given) returned TEAD-YAP inh 3.7, FBW7 act 0.0, MITF inh -1.8 and GPR151 ag 1.3.
Screening O=C(Nc1cccc(F)c1)C(=O)N1CCCCC1 returned TEAD-YAP inh -43.2, FBW7 act 0.2, MITF inh -4.8 and GPR151 ag -4.0.
Screening Cc1ccc(N2CCN(C(=O)/C=C/c3ccco3)CC2)nn1 returned TEAD-YAP inh 5.9, FBW7 act 0.5, MITF inh 9.4 and GPR151 ag 0.7.
For c1cc2c3c(c1)c1c(n3CCNC2)CCCC1 the results were FBW7 act 0.1, MITF inh 0.4 and GPR151 ag -2.0.
Screening Cc1ccc(C(O)(C(=O)NNc2ccccc2)c2ccc(C)cc2)cc1 returned TEAD-YAP inh 23.8, FBW7 act -0.1, MITF inh 4.3 and GPR151 ag -0.3.
`CC1CCN(C(=O)Cn2c(SCC(=O)NC3CCCCC3)nc3ccccc32)CC1` gave TEAD-YAP inh -1.2, FBW7 act 0.1, MITF inh -0.8 and GPR151 ag -0.2.
For CN(C(=O)CN1C(=O)[C@@H]2CCCN2C(=O)c2ccccc21)C1CCCCC1 the results were TEAD-YAP inh 4.0, FBW7 act 0.3, MITF inh 1.7 and GPR151 ag 0.2.
Screening CN1CCN(C(=O)c2ccc(-c3cccc(C(=O)NCCCN4CCCC4=O)n3)cc2)CC1 returned TEAD-YAP inh -1.8, FBW7 act 0.5, MITF inh 8.2 and GPR151 ag -0.8.
For COc1ccc2nc(SCC(=O)NCC3CCCO3)c(C#N)cc2c1 (stereo not given) the results were TEAD-YAP inh -14.4, FBW7 act 0.1, MITF inh 11.4 and GPR151 ag -0.3.
For Cc1ccc(S(=O)(=O)NC(=O)NC(=O)N(C2CCCCC2)S(=O)(=O)c2ccc(C)cc2)cc1 the results were TEAD-YAP inh 2.9, FBW7 act -0.1, MITF inh -4.6 and GPR151 ag 0.9.
Screening COC(=O)C1=C(C(=O)OC)SC2(S1)C(C(=O)OC)=C(C(=O)OC)SC1=C2c2cc(C)cc(C)c2N(C(=O)C(C)C)C1(C)C returned TEAD-YAP inh 4.3, FBW7 act -0.1, MITF inh 2.4 and GPR151 ag 2.7.
Cc1[nH]c2ccccc2c1CCNS(=O)(=O)c1ccc(C(C)C)cc1 was read as TEAD-YAP inh 5.0, FBW7 act 0.1, MITF inh 2.8 and GPR151 ag 1.1.
CC1(C)CC(C)(C)c2ccccc2CN1 was read as TEAD-YAP inh 3.2, FBW7 act 0.0, MITF inh 0.3 and GPR151 ag -1.5.
For COCC(=O)N1CCN(CC(=O)c2ccco2)CC1 the results were TEAD-YAP inh 4.9, FBW7 act 0.1, MITF inh 9.0 and GPR151 ag 4.9*.
For CCCNc1ncnc2c1nc(Nc1ccncn1)n2C(C)C the results were TEAD-YAP inh -14.3, FBW7 act 0.1, MITF inh -6.0 and GPR151 ag -0.9.
COc1cc(CN2CCc3nncn3CC2)ccc1O was read as TEAD-YAP inh 0.7, FBW7 act -0.1, MITF inh -9.7 and GPR151 ag 0.4.
COc1ccc(CC(=O)Nc2ccccc2I)cc1 was read as TEAD-YAP inh -8.0, FBW7 act 0.0, MITF inh -4.7 and GPR151 ag -1.7.
O=C(CN1CCN(CC(=O)c2ccc3c(c2)OCO3)CC1)Nc1ccccc1F was read as TEAD-YAP inh 9.5, FBW7 act 0.0, MITF inh 6.5 and GPR151 ag 0.0.
Screening COc1cccc(CCNc2ncnc3sc(C(=O)N4CCC[C@H]4CO)c(C)c23)c1 returned TEAD-YAP inh 7.5, FBW7 act 0.0, MITF inh 8.8 and GPR151 ag 4.4.
For Oc1ccccc1C1=Nn2c(nnc2-c2ccccc2)SC1 the results were TEAD-YAP inh 5.9, FBW7 act 0.1, MITF inh 4.1 and GPR151 ag 0.3.
COCCCn1c(=O)[nH]c2ncc(-c3ccc(N4CCN(C)CC4)cc3)nc21 was read as TEAD-YAP inh -7.4, FBW7 act 0.1, MITF inh 15.2 and GPR151 ag 0.8.
`CC1CCN(C(=O)CSc2ccc3nnc(-c4ccccc4)n3n2)CC1` gave TEAD-YAP inh 1.9, FBW7 act 0.1, MITF inh 5.0 and GPR151 ag 0.5.
Screening O=C(CC1C(=O)NCCN1CC1CCCCC1)NCCCN1CCCC1=O (stereo not given) returned TEAD-YAP inh 8.2, FBW7 act -0.1, MITF inh 6.4 and GPR151 ag -0.7.
For Cc1ccc(-c2nn(-c3cc([N+](=O)[O-])ccc3N3CCCC3)c(=O)c3ccccc23)cc1C the results were TEAD-YAP inh 0.5, FBW7 act -0.4, MITF inh 1.4 and GPR151 ag 0.9.
CCOC(CNC(=O)C1CCN(C(=O)c2cc3sccc3n2C)CC1)OCC was read as TEAD-YAP inh -1.5, FBW7 act -0.1, MITF inh -10.0 and GPR151 ag -0.2.

A draw from above in order of length of the SMILES, lowest first.
COc1ccc(CC(=O)Nc2ccccc2I)cc1 was read as TEAD-YAP inh -8.0, FBW7 act 0.0, MITF inh -4.7 and GPR151 ag -1.7.
For c1cc2c3c(c1)c1c(n3CCNC2)CCCC1 the results were FBW7 act 0.1, MITF inh 0.4 and GPR151 ag -2.0.
CCN1Cc2cccc(C(=O)Nc3ccc4c(c3)OCO4)c2C1=O was read as TEAD-YAP inh 2.4, FBW7 act 0.1, MITF inh -5.1 and GPR151 ag 0.7.
Screening O=C(Nc1nc2ccc3ccccc3c2s1)c1ccc([N+](=O)[O-])cc1 returned TEAD-YAP inh 4.3&-0.3, FBW7 act 0.0&-0.1, MITF inh 5.4&8.4 and GPR151 ag 1.2&0.0.
`CCOC(=O)c1c(NC(=O)COc2ccc(C(C)(C)C)cc2)sc2c1CCC2` gave TEAD-YAP inh -7.7, FBW7 act -0.1, MITF inh 0.7 and GPR151 ag -1.4.
Screening O=C(CC1(O)C(=O)N(C/C=C/c2ccccc2)c2ccccc21)c1cccs1 (stereo not given) returned TEAD-YAP inh 3.7, FBW7 act 0.0, MITF inh -1.8 and GPR151 ag 1.3.
For COc1ccc(C2Nc3ccccc3NC3=C2C(=O)CC(c2ccccc2Cl)C3)c(OC)c1 (stereo not given) the results were TEAD-YAP inh -5.6, FBW7 act 0.0, MITF inh -1.9 and GPR151 ag 1.0.
